Runt-SMMHC FRET – blocks binding of human RUNX1 Runt domain to CBFb-SMMHC | Q01196+Q13951 | AID 1434 | Cerulean-Runt/Venus-CBFb-SMMHC FRET ratio 530/480, 1 h | inhibition, % at 20 µM | 0.74% of 220,000 active;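 active = mean inhibition across duplicate retests at 20 µM reaching about 50%, limit read from the data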;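 note: 0% = DMSO wells and 100% = wells with excess untagged CBFb-SMMHC; inhibitors lower the FRET ratio by blocking Runt binding to CBFb-SMMHC; some results filed as inactive read as strong as hits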
hK5 inh – blocks human kallikrein 5 protease activity. AID 873. Q9Y337. inhibition, % at 5 µM. recombinant hK5, fluorogenic AMC substrate cleavage. 0.59% of 210,000 active;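 active = inhibition of 40% or more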;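 note: 0% = enzyme controls without compound and 100% = no-enzyme blanks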
Target sequence (Q9Y337 67-293 limits assumed): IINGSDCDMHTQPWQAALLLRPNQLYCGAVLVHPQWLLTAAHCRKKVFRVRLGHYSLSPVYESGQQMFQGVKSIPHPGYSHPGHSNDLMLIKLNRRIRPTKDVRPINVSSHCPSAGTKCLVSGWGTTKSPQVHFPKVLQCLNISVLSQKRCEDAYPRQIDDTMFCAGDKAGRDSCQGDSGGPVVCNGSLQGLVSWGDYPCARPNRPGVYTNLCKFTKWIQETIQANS
Wee1 stabilizer – inhibitors of human Wee1 degradation | P30291 | HeLa Luc-Wee1K328M stability, luciferase luminescence; 100% = proteasome inhibitor MG132 effect | reporter increase, % at 5 µM | 1.2% of 220,000 active;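 active = activation above the mean of all tested compounds plus 3 SD, set per screening run, cut at about 8.8% in these data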;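 note: cells exposed to compound for 20 h before luminescence read; 0% = DMSO alone and 100% = MG132 at 30 µM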
FXIIa inh 1536 – factor XIIa (human) inhibition; purified FXIIa, Boc-QGR-AMC fluorogenic substrate, 2 h; inhibition, % at 5 µM; 0.3% of 220,000 active; P00748; in the data active = inhibition above about 40%;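 note: 0% = enzyme with no compound and 100% = blank without enzyme; many of its hits are not listed in these tables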
Target sequence (P00748 20-372 limits assumed): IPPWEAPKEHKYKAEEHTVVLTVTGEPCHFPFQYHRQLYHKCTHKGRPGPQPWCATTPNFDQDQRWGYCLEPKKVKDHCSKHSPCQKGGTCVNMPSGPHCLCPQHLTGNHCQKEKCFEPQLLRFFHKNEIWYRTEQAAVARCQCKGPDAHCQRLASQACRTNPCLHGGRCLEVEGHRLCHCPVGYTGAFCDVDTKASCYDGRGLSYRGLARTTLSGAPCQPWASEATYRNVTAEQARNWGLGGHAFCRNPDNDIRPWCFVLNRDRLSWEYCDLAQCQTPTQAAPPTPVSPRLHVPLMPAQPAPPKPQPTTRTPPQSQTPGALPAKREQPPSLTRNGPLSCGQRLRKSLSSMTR
Target sequence (P00748 373-615 limits assumed): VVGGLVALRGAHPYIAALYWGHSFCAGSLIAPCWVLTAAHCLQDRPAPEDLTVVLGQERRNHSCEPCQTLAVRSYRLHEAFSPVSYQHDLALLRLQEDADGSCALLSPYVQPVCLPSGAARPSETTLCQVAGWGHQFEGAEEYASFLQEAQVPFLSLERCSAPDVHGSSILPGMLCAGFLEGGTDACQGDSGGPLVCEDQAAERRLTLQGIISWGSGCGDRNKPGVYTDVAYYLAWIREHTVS
14-3-3 Bad PPI – disrupts binding of bovine 14-3-3 zeta to phospho-Bad peptide | P63103 | TR-FRET 14-3-3zeta/Dy647-pBad peptide displacement, 1 h | inhibition, % at 21.7 µM | 0.71% of 220,000 active | AID 781;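 active = inhibition above about 70%, limit read from the data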;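 note: 0% = full 14-3-3 plus peptide FRET controls and 100% = background without 14-3-3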
thrombin 1536 – thrombin (human) inhibition; P00734; inhibition, % at 5 µM; 0.26% of 220,000 active; alpha-thrombin, Boc-VPR-AMC fluorogenic substrate cleavage;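 active = inhibition at or above 40%; inactive = inhibition below 40%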;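 note: 0% = enzyme with no compound and 100% = wells without enzyme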
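signal = AMC fluorescence, 355/460 nm | material = human alpha-thrombin enzyme | control set = enzyme without compound as high, wells lacking enzyme as low | times = reaction at room temperature | read-out basis = percent inhibition scaled between no-compound controls and no-enzyme blanks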
Runt-CBFb FRET – blocks binding of human RUNX1 Runt domain to CBFb; AID 1496; 0.46% of 220,000 active; Cerulean-Runt/Venus-CBFb FRET ratio 530/480, 1 h; Q01196+Q13951; inhibition, % at 20 µM;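 active = inhibition over about 50% at 20 µM in the single-dose screen, limit read from the data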;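 note: 0% = DMSO wells and 100% = excess unlabeled CBFb competitor control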
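Measured by: fluorescence energy transfer, 422 nm excitation, 530/480 nm emission; Assay system: Cerulean-Runt domain; Medium: Tris pH 7.5 buffer with BSA; Measure: loss of energy transfer signal; Controls: 5 µM unlabeled CBFb as full-inhibition high control; Incubation: protein complex preformed 1 h, compound exposure 1 h, room temperature, dark.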
Hck-Nef inh – blocks Nef-activated human Hck kinase; P08631; Recombinant Hck-YEEI plus Nef, Z-Lyte FRET kinase assay; inhibition, % at 20 µM; 0.68% of 220,000 active; AID 463187;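 active = Hck-Nef kinase inhibition above about 50%, limit read from the data; inactive = inhibition below that limit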;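 note: 0% = DMSO with Hck plus Nef and 100% = Hck alone without Nef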
FXIa inh 1536 – inhibitors of human coagulation factor XIa; 0.14% of 220,000 active; inhibition, % at 5 µM; purified FXIa, Boc-Glu-Ala-Arg-AMC fluorogenic substrate; P03951;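 active = inhibition of at least 40%; inactive = inhibition below 40%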;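 note: fluorescence of freed AMC excited at 355 nm; 0% = enzyme without compound and 100% = no enzyme blank; many of its hits are not listed in these tables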
* marks the source's active call; other numbers are inactive results; nt = no result given; [ ] = another dose, or the depositor's remark.

SMILES	Runt-SMMHC FRET	hK5 inh	Wee1 stabilizer	FXIIa inh 1536	14-3-3 Bad PPI	thrombin 1536	Runt-CBFb FRET	Hck-Nef inh	FXIa inh 1536
COc1ccc(NC(=O)c2ccccc2NC(=O)NC2CCCCC2)cc1	2	-23	1	13	1	4	-1	0	-1
CO/N=C(\c1nonc1N)N1CCN(c2ccc(Cl)cc2[N+](=O)[O-])CC1	-6	-9	-1	-1	7	-8	-4	-1	-9
COC(=O)c1ccc(-c2ccc(/C=N/N3C(=O)C4C5C=CC(C6CC56)C4C3=O)o2)cc1 (stereo not given)	1	-22	1	15	-11	2	4	4	8
Cc1ccc(CNC(=O)CN2CCN(Cc3ccc(Cl)cc3)C2=O)cc1	2	-14	-1	11	1	1	3	4	-7
Cc1ccccc1Cn1nnc(-c2cccc(C(=O)O)c2)n1	-2	-33	2	3	-3	-4	0	0	-19
O=C(NCCc1ccccc1)/C(=C\c1ccc([N+](=O)[O-])cc1)NC(=O)c1ccccc1	-4	3	-3	16	-9	3	-1	1	1
O=C1NCC(c2ccccc2)C1C(=O)N/N=C\c1ccc(-c2ccc(Cl)c(Cl)c2)o1 (stereo not given)	-4	-8	5	10	17[fluorescence artefact?]	0	-3	-14	3
CC1(C)SC(=S)N(NC(=O)Nc2ccccc2)C1N(O)C(=O)Nc1ccccc1 (stereo not given)	-3	-1	-2	17	-4[fluorescence artefact?]	0	0	-1	1
Nc1nccc(/C=C/c2ccc(Cl)cc2)n1	1	6	2	2	4	-4	1	21	5
NC(=O)c1ccc(NC(=O)c2cnc3ccccc3n2)cc1	-6	-4	2	1	3	2	2	5	-4
CN(Cc1ccncn1)C(=O)CC1C(=O)NCCN1Cc1cccc(Oc2ccccc2)c1 (stereo not given)	-6	-4	-1	2	-5	-6	-2	18	-6
Cc1cc(Nc2c(C)n(C)n(-c3ccccc3)c2=O)n2c(nc3cc(F)c(F)cc32)c1C#N	2	-1	1	2	-2	-5	20	30	-5
O=C(O[C@@H]1Cc2c(O)cc(O)cc2O[C@@H]1c1cc(O)c(O)c(O)c1)c1cc(O)c(O)c(O)c1	17	nt	-2	nt	69	nt	41	nt	nt
CC(C)CNC(CC(=O)Nc1cccc([N+](=O)[O-])c1)C(=O)O (stereo not given)	0	-4	2	9	-19	1	1	0	5
COc1ccc(NC(=S)NC(NC(=O)c2cccc(C)c2)C(Cl)(Cl)Cl)c([N+](=O)[O-])c1 (stereo not given)	1	-6	-2	12	-9	5	0	-8	10
Cc1cc(NC(=O)CSc2nnc(Nc3ccccc3C)s2)no1	2	4	-2	5	-3	-5	1	0	2
Cc1cnn(Cc2ccccc2)c1N	-1	-3	-1	-7	-32	1	1	0	0
Cc1cc(C(=O)OCC(=O)Nc2cc(S(=O)(=O)N(C)C)ccc2Cl)c2ccccc2n1	1	-1	3	5	-3	-6	-1	6	-2
Oc1ccc(/C=N/Nc2cc(N3CCCC3)nc(N3CCCC3)n2)cc1O	-4	-89	7	2	-19	-9	6	10	-3
Cc1cccc(NCC(=O)NNC(=S)Nc2ccccc2)c1	2	7	-2	2	-16	-9	6	25	-3
CCCSCCCNC(=O)Cn1cc2c(n1)CCCCC2	-1	18	4	6	12	-7	0	-8	-4
Cc1ccc(NC(=O)/C=C/c2cccc([N+](=O)[O-])c2)nc1	2	-2	-1	5	-10	-2	-3	1	-1
COc1ccc(C(=O)Nc2cccc3cccnc23)cc1OC	0	-9	3	16	-1	5	1	0	-3
CCCCc1n[nH]c2c1/C(=N/O)CC(c1ccccc1)C2 (stereo not given)	-6	-8	2	17	-3	3	-4	2	0
Cc1ccc(-c2cc(=O)c3ccccc3[nH]2)cc1	-2	-8	-1	9	46	-1	-2	-5	14

Limited to FXIa inh 1536, FXIIa inh 1536 and 14-3-3 Bad PPI, for 2 of the compounds above:
smiles | FXIa inh 1536 | FXIIa inh 1536 | 14-3-3 Bad PPI
O=C1NCC(c2ccccc2)C1C(=O)N/N=C\c1ccc(-c2ccc(Cl)c(Cl)c2)o1 (stereo not given) | 3 | 10 | 17[fluorescence artefact?]
CC1(C)SC(=S)N(NC(=O)Nc2ccccc2)C1N(O)C(=O)Nc1ccccc1 (stereo not given) | 1 | 17 | -4[fluorescence artefact?]

Individual results from the results shown.
`COc1ccc(C(=O)Nc2cccc3cccnc23)cc1OC` in Runt-SMMHC FRET → 0
`O=C(NCCc1ccccc1)/C(=C\c1ccc([N+](=O)[O-])cc1)NC(=O)c1ccccc1` in thrombin 1536 → 3

Remaining list, next part
SMILES	Runt-SMMHC FRET	hK5 inh	Wee1 stabilizer	FXIIa inh 1536	14-3-3 Bad PPI	thrombin 1536	Runt-CBFb FRET	Hck-Nef inh	FXIa inh 1536
COc1nc(NC(C)=O)nc(C)c1Br	-2	1	2	15	-1	3	0	-8	1
Cc1nn(C)cc1CNC(=O)c1cnn2c(C(F)F)cc(C3CC3)nc12	-4	37	1	33	-6	26	0	-1	9
COc1ccc(C2CC(c3ccccc3)=NN2C(=O)COC(=O)C2(C)CC2(Cl)Cl)cc1 (stereo not given)	-1	1	1	4	-13	-2	1	22	-1
Cc1ccc(-c2nc3cccnc3o2)cc1NC(=O)COc1ccc(Cl)cc1C	-2	9	-3	-1	23	-3	0	62*	-10
O=c1[nH]c2ccccc2c(O)c1SCCO	-2	10	1	5	30	-4	6	10	2
O=C(NC(=S)N1CCN(Cc2ccccc2)CC1)c1cccnc1	2	9	1	5	-1	-6	-1	10	3
COc1ccc(CCNC(=O)CN(C)S(=O)(=O)c2cccs2)cc1OC	0	0	1	10	-7	1	0	1	0
CCc1ccc(CN2CC(C(=O)O)CC2=O)cc1 (stereo not given)	0	8	-2	13	4[fluorescence artefact?]	3	2	2	-11
O=C(c1cc(-c2ccc(F)cc2)on1)N1CCCC1	1	-8	2	8	0[fluorescence artefact?]	0	1	-2	-3
Cc1ccc(NC(=O)NC(=O)N(C(C)C)S(=O)(=O)c2ccc(C)cc2)cc1	-2	-7	-1	-8	-1	-9	1	-3	-4
Cc1ccccc1NC(=O)C(=O)NC(C)CCc1ccccc1 (stereo not given)	1	-21	-1	6	-17	-7	-2	4	7
Cc1ccc(C)c(Sc2ccc(NC(=O)CCl)cc2)c1	0	-14	16*	19	6[fluorescence artefact?]	-3	1	1	26
CCCCc1nc2n[nH]c(N)c2c2c1CCC2	0	-8	-3	14	-4	4	-1	1	3
CC(=O)C1C(c2ccc(OC(F)F)cc2)NC(=O)NC1(O)C(F)(F)F (stereo not given)	-2	-7	-2	12	1[fluorescence artefact?]	-1	1	0	1
CC(C)c1nccn1S(=O)(=O)c1cc([N+](=O)[O-])ccc1Cl	1	-16	0	-1	12	-15	-1	1	-8
CC(C)(C)NC(=O)C(c1ccncc1)N(C(=O)Cn1nnc(-c2cccs2)n1)C1CCCCC1 (stereo not given)	6	3	-2	5	2	-2	-3	-2	-6
O=C(NCCCN1CCCC1)c1ccc(Cn2c(=S)[nH]c3ccc(Br)cc3c2=O)cc1	-1	-9	-4	1	-26	-13	1	34	-4
COc1cc2c(cc1NC(=O)COC(=O)[C@@H](NC(=O)c1ccccc1)C(C)C)oc1ccccc12	-4	-7	-5	4	-10	-5	0	0	2
O=C1N/C(=C\c2ccc(O)cc2)C(O)=C1C=NCc1ccccc1	-3	-7	-1	11	-6	2	2	69*	21
O=C(NCc1ccccn1)c1cn(-c2ccccc2)nc1-c1ccc(Cl)cc1	26	21	3	-4	-2[fluorescence artefact?]	58*	-3	-1	-9
CC(=O)c1ccc(NC(=S)N(Cc2ccccc2)C(C)C2CC2)cc1 (stereo not given)	1	1	4	9	0	-1	3	20	3
CCC(CC)C(=O)c1c[nH]c(C(=O)NCc2ccccn2)c1	0	-3	-3	7	-2	nt	-2	22	0
Cc1c(Cl)c(C(F)F)nn1CC(=O)NC1C(=O)N2C(C(=O)O)=C(CSc3nnnn3C)CSC12 (stereo not given)	7	nt	-2	14	-1	0	3	20	-1
O=C(NCC1CCCO1)c1cccc(NC(=O)c2cccs2)c1 (stereo not given)	-1	15	-1	13	1	7	2	15	-7
O=C(COC(=O)c1cncc(Br)c1)NC1CCCCCC1	-4	0	-3	6	-25	-1	-2	17	-1
CC(Cc1cccs1)NC(=S)Nc1ccc(Cl)c(Cl)c1 (stereo not given)	3	-14	3	7	23	-6	-2	-1	7
O=C1COc2ccc(C(=O)C[n+]3cccc(O)c3)cc2N1	-3	-2	2	4	-14	-2	-1	17	0
Cc1csc(NS(=O)(=O)c2cccc([N+](=O)[O-])c2)n1	0	-6	-3	8	12	-3	2	16	-2
CCOc1ccc(N2C(=O)CC(N(CCc3ccc(OC)cc3)C(=O)c3cccc(F)c3)C2=O)cc1 (stereo not given)	2	-4	1	-7	1	-3	0	2	-3

Gathered by group, the entries above containing a furan ring, fused or not
SMILES	Runt-SMMHC FRET	hK5 inh	Wee1 stabilizer	FXIIa inh 1536	14-3-3 Bad PPI	thrombin 1536	Runt-CBFb FRET	Hck-Nef inh	FXIa inh 1536
COC(=O)c1ccc(-c2ccc(/C=N/N3C(=O)C4C5C=CC(C6CC56)C4C3=O)o2)cc1 (stereo not given)	1	-22	1	15	-11	2	4	4	8
O=C1NCC(c2ccccc2)C1C(=O)N/N=C\c1ccc(-c2ccc(Cl)c(Cl)c2)o1 (stereo not given)	-4	-8	5	10	17[fluorescence artefact?]	0	-3	-14	3
COc1cc2c(cc1NC(=O)COC(=O)[C@@H](NC(=O)c1ccccc1)C(C)C)oc1ccccc12	-4	-7	-5	4	-10	-5	0	0	2

Compound activity from PubChem BioAssay.
